Abeta rescue: qHTS for compounds that reverse cellular toxicity of Amyloid beta (A-beta) peptide in yeast: Primary Screen. yeast expressing A-beta42, growth rescue, OD600, 48 h; response scale: 0% DMSO, 100% iron-clioquinol control. Potency, µM (series often up to 46.1 µM), for the others: at the top dose growth rescue, actives largely listed as activators. 410,000 tested, 0.063% active. AID 1347071, 2019; further: nearly all actives have a fitted effect of over 55% in size
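Yeast growth medium received pinned compounds, then yeast cells expressing toxic A-beta were added; plates incubated at 30 C for 48 hr. Growth read as absorbance at 600 nm, normalized to DMSO and equimolar FeCl3 plus clioquinol controls.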
FUS suppressor: qHTS for Suppressors of FUS Proteinopathy: Primary screen using FUS-linked yeast assay. S. cerevisiae FUS-expressing, growth rescue, OD600, 24 h. Potency, µM (series often up to 76.6 µM), for inactives: at the top dose growth rescue (activation), usual class: activators. 390,000 tested, 0.24% active. AID 1347120, 2019;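 further: plate controls were DMSO vehicle for no effect and reference control for full effect; nearly all actives have a fitted effect of over 55% in size; some results filed as inactive show a strong effect at the top dose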
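Quantitative HTS measuring growth restoration of FUS-toxic yeast. Galactose-induced cells (OD 0.005) were exposed 24hr at 30C to compounds at several concentrations, then absorbance at 600 nm was recorded.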
* = called active by the depositor; ? = inconclusive; [ ] = another dose, or the depositor's remark. The call rests on the fitted dose curve; in most records, active means well fitted activation curve with a large enough effect; inconclusive means small, poorly fitted or top-dose-only effect; inactive means no such curve, though single readings can be large or run the other way. Potency means the concentration at half of the fitted maximal effect. Not all compounds are listed (hit frequency here may not be typical).

Structure	FUS suppressor	Abeta rescue
CCOC(=O)C1CCN(C(c2ccc(C)cc2)c2c(O)cc(C)n(CCOC)c2=O)CC1 (stereo not drawn)	34.7%	3.1%
Cc1ccc(C(C)C)c(OCC(=O)Nc2nc3c(s2)CCCC3)c1	-3.6%	-2.3%
Cc1ccc(-c2nc(S(=O)(=O)c3ccc(C)cc3)c(N3CCCCC3)o2)cc1	-0.5%	-13.4%
CC1=C(C(=O)Nc2ccccc2)C(c2cccc(Cl)c2)n2nc(SCC(=O)c3ccc(C)cc3)nc2N1 (stereo not drawn)	-7.4%	-3.2%
CCOC(=O)c1sc2ccccc2c1S(=O)(=O)Nc1ccc(OC)c(Cl)c1	?	-3.6%
CCC(C)NC(=O)CSc1nc2n[nH]c(C)c2c(=N)n1-c1ccc(C)c(Cl)c1 (stereo not drawn)	-0.8%	-7.0%
CCOc1ccc(C2c3c(oc4ccccc4c3=O)C(=O)N2c2nnc(C)s2)cc1OC (stereo not drawn)	5.1%	-2.1%
Nc1c(C(=O)Nc2ccc(Cl)cc2F)sc2nc(-c3cccs3)ccc12	?	-8.4%
COc1ccc(Cl)cc1NC(=O)CSc1nccn1-c1ccc(Cl)cc1	9.4%	16.8%
CC(C)(C)OC(=O)N1CCC(c2c(C(=O)N3CCN(c4ccccc4F)CC3)cnn2-c2ccccc2Cl)CC1	8.4%	1.2%
Cc1ccc(NC(=O)CN2C(=O)C(c3ccc(F)cc3)=NC23CCCCC3)c(C)c1	27.3%	?
CCOc1ccc(CCNC(=O)c2sc3nc4n(c(=O)c3c2C)CCCC4)cc1	-2.8%	8.5%
CCc1ccc(-c2nn(CC(=O)NC3CCCC3)c3c2cnc2ccc(C)cc23)cc1	-18.7%	-8.1%
Cc1cc(C)c(NC(=O)CN2C(=O)c3cccnc3Oc3ccc(C)cc32)c(C)c1	24.7%	-19.7%
COc1ccc(CNC(=O)c2sc3nc4n(c(=O)c3c2C)CCCC4)cc1	42.6%	-9.1%
Cn1c(=O)c2c(-c3ccc(Br)cc3)n(Cc3ccc(F)cc3)cc2n(C)c1=O	24.6%	-5.0%
Cc1ccc(-n2nc(C)c3c(C)cc(=O)n(CC(=O)N4CCCc5ccccc54)c32)cc1	-10.3%	-13.3%
COc1ccc(NC(=O)c2ccco2)cc1NC(=O)c1cc(Br)ccc1Cl	40.9%	-10.3%
CC1CCCN(C(=O)CSc2c3c(nc4cc(Cl)ccc24)CCCC3)C1 (stereo not drawn)	14.3%	-12.6%
CCOc1cc(C(=O)Nc2ccc3c(c2)n(C)c(=O)c(=O)n3C)cc(OCC)c1OCC	-10.7%	-1.8%
CC1CCn2c(nc3cc(C(=O)NCc4ccccc4)ccc32)C1 (stereo not drawn)	-7.5%	-12.1%
COc1ccccc1C(=O)Nc1ccccc1OCc1cc(=O)n2cc(C)sc2n1	-38.3%	-3.6%
CC(=O)c1cccc(NC(=O)Cc2noc3ccccc23)c1	0.8%	-7.6%
CCc1c(CN2CCN(c3cccc(C)c3C)CC2)csc1C	-18.3%	19.2%
O=C1c2[nH]nc(-c3ccccc3O)c2C(c2cccc(OCc3ccccc3)c2)N1CCO (stereo not drawn)	-33.5%	-9.5%
COc1ccccc1CNS(=O)(=O)c1ccc2c(c1)CC(C)N2C(C)=O (stereo not drawn)	-13.1%	-9.8%
COc1ccc2c(C)c(CCC(=O)NCCc3ccc(Cl)cc3)c(=O)oc2c1	17.9%	-29.1%
COc1cc(NC(=O)c2cnc3c(-c4ccc(F)cc4)c(C)nn3c2C)cc(OC)c1	27.4%	1.2%
Cc1nn(-c2ccccc2)c2sc(C(=O)Nc3ccc(Br)cc3)cc12	14.5%	-3.7%
CCOc1ccc(OCC)c(NS(=O)(=O)c2c(C(=O)N3CCCCCC3)c(C)n(C)c2C)c1	?	-18.2%
COc1ccc(-n2nnnc2C2CCN(S(=O)(=O)c3cccc(Cl)c3C)CC2)cc1	-12.9%	7.8%
O=C(Cc1ccc(Cl)cc1)Nc1ccc2nn(-c3ccc(Cl)cc3)nc2c1	1.1%	-9.5%
COc1cc(-c2cc(OC)c3c(C)oc(C)c3c(=O)c2)ccc1OC(=O)c1cccc(Cl)c1	?	-48.6%[inhibitor]
Cc1ccc(CNC(=O)c2c(Nc3ccccc3C)sc(C(=O)c3ccc(F)cc3)c2N)cc1	?	9.9%
CCCCCC(=O)N(c1ccc(OCC)cc1)S(=O)(=O)c1ccc2c(c1)n(C)c(=O)n2C	26.8%	-5.1%
COc1ccc(OC)c(CNC(=O)c2ccc(C)c(NC(=O)c3nsc4ccccc34)c2)c1	15.1%	-11.5%
CCN(CC)c1ccc(C(=O)NCc2nc3cccnc3n2Cc2ccc(C)cc2)cc1	37.0%	-1.6%
COc1ccc(NS(=O)(=O)c2ccc3c(c2)CCCN3C(=O)C2CCC2)cc1OC	7.6%	-5.7%
CCn1cc(C(=O)NCCc2ccc(OC)c(OC)c2)c(=O)c2cc(S(=O)(=O)N3CCC(C)CC3)ccc21	?	9.0%
Oc1ccccc1-c1nc(/C=C/c2ccc(F)cc2)nn1-c1ccccc1	-18.9%	-10.8%
COc1cc(NC(=O)C2CCN(c3nc4ccccc4nc3C(F)(F)F)CC2)cc(OC)c1	13.0%	-6.2%
O=C(NCCc1ccccc1)c1cc(-c2ccc(Br)cc2)on1	2.4%	0.6%
Cc1ccc(-c2noc(-c3ccc(N4CCN(C)CC4)c([N+](=O)[O-])c3)n2)cc1	-3.3%	-30.1%
Cc1ccc2c(CC(=O)Nc3ccc(S(=O)(=O)N4CCCCC4)cc3)coc2c1C	?	-7.8%
COc1ccccc1-c1nc2c(c(SCc3cc(C)ccc3C)n1)Cc1c(CO)cnc(C)c1O2	6.8%	-4.4%
Cc1ccc(Cn2c(=O)n(Cc3nc(-c4ccccc4)no3)c(=O)c3cc4c(cc32)OCO4)cc1	-9.6%	-11.3%
Cc1ccc(C)c(Cn2nc(C)n3c(cc4cc(C)ccc43)c2=O)c1	-7.8%	-14.5%
COc1ccc(NCc2cccn2-c2nnc(N3CCC(C)CC3)s2)c(OC)c1	19.3%	-2.4%
CN(C)CCNC(=O)Cn1nc(N2CCN(c3ccccc3)CC2)ccc1=O	-3.5%	-10.1%
COc1ccc(Cn2c(NCC(C)C)nc3c2c(=O)n(C)c(=O)n3C)cc1	4.3%	6.0%
CC(C)(C)CC(=O)NCC(c1ccc2c(c1)OCO2)N1CCOCC1 (stereo not drawn)	-10.1%	25.0%
CCOC(=O)c1cccc(NC(=O)CN2C(=O)c3ccccc3Sc3ncccc32)c1	28.2%	-14.5%
CCOC(=O)c1[nH]c2c(c1Cc1ccccc1OC)C(=O)CC(c1ccc(OC)cc1)C2 (stereo not drawn)	3.3%	-0.8%
O=C(NCCC1=CCCCC1)C1CCN(C(=O)N2CCOc3ccc(Cl)cc32)CC1	29.9%	?
CCc1ccccc1NC(=O)c1nnn(Cc2ccc(Cl)cc2)c1N	5.7%	-7.6%
Cc1[nH]c2ccccc2c1SCCNC(=O)c1ccc(F)cc1	-2.7%	?
Cc1cccc(CNC(=O)c2ccc3nc(-c4ccccc4)c(-c4ccccc4)nc3c2)c1	-14.7%	-7.1%
Cn1cccc1-c1cc2n(n1)CCC(=O)N2CCCC(=O)NCc1cccc(Cl)c1	9.2%	2.7%
CCOc1ccc(-c2ccc(NS(=O)(=O)c3cc(C)ccc3OC)cc2)nn1	35.4%	-0.8%
Cc1cccc(NC(=O)CSc2nc(-c3ccccc3)cn2-c2ccccc2)c1C	25.1%	-11.2%

Following part.
Structure	FUS suppressor	Abeta rescue
Cc1c(Cl)cccc1NC(=O)Cn1c(=O)n(Cc2ccco2)c(=O)c2oc3ccccc3c21	-17.4%	-8.5%
Cc1cccc(NC(=O)CSc2ccc(-c3sc(-c4ccccc4)nc3C)nn2)c1C	-11.3%	3.4%
CCCOc1ccc(C2C(=O)N(C3CCCCC3)CC(=O)N2CCC2=CCCCC2)cc1OC (stereo not drawn)	-10.0%	-11.1%
Cc1ccc(Cl)cc1NC(=O)CSc1ccc(C(=O)O)cn1	7.1%	-2.7%
CC(=O)N1c2ccc(S(=O)(=O)NCC3CCC(C(=O)Nc4ccc(F)cc4)CC3)cc2CC1C (stereo not drawn)	?	-10.2%
CCOC(=O)c1[nH]c2c(c1Cc1ccccc1OC)C(=O)CC(c1ccc(OCC)cc1)C2 (stereo not drawn)	-5.5%	-19.2%
COc1ccc(C(=O)NCCn2cc(SCc3c(F)cccc3Cl)c3ccccc32)cc1	?	5.6%
COC(=O)c1ccc(Oc2nc3c(c(=O)n(C)c(=O)n3C)n2C(C)C)cc1	-13.3%	-19.2%
Cc1cccc(Cn2c(=O)n(CC3CCC(C(=O)N4CCOCC4)CC3)c(=O)c3sccc32)c1 (stereo not drawn)	1.9%	-7.2%
CC(NC(=O)CCc1cn(Cc2ccccc2Cl)c2ccccc12)c1ccccc1 (stereo not drawn)	-8.9%	-9.2%
Cc1csc2nc(COc3ccc(NC(=O)COc4ccc(F)cc4)cc3)cc(=O)n12	-1.2%	-8.9%
CC(=O)c1cccc(NC(=O)[C@H](Cc2ccccc2)N2Cc3ccccc3C2=O)c1	18.0%	-1.7%
Cc1cccc(OCc2ccc(-c3nc(C#N)c(N4CCC(C(N)=O)CC4)o3)o2)c1	?	-2.1%
COc1ccc(C(=O)NCCc2sc(-c3ccc(Cl)cc3)nc2C)c(OC)c1	35.7%	-15.4%
CC1CCN(C(=O)CSc2nc(-c3ccc(C(C)C)cc3)no2)CC1	40.6%	-9.3%

2 of the compounds above, with values under each structure:
Below each SMILES: FUS suppressor, Abeta rescue
Cc1nn(-c2ccccc2)c2sc(C(=O)Nc3ccc(Br)cc3)cc12
 : 14.5%, -3.7%
CCOc1ccc(OCC)c(NS(=O)(=O)c2c(C(=O)N3CCCCCC3)c(C)n(C)c2C)c1
 : ?, -18.2%

(list continues)
Structure	FUS suppressor	Abeta rescue
Cc1ccc(NC(=O)CSc2nccn2Cc2ccco2)cc1Cl	4.4%	19.2%
CCn1c(=O)c2cc(C(=O)NC3CCC(C)CC3)sc2c2ccccc21 (stereo not drawn)	-7.5%	-18.4%
COc1ccc2cc3cc(C(=O)N4CCN(c5cccc(C(F)(F)F)c5)CC4)sc3nc2c1	-7.6%	-7.9%
Clc1cccc(-n2ncc3c(N4CCN(Cc5ccccc5)CC4)ncnc32)c1	-10.6%	-13.4%
Cc1ccc(C)c(N(C)C(=O)CCNC(=O)Cn2cnc3ccccc3c2=O)c1	3.2%	0.8%
COc1cc(Nc2nn(-c3ccc(OC(F)(F)F)cc3)nc2C(C)=O)cc(OC)c1	-5.1%	-37.7%[inhibitor]
Cc1cc(C)c(S(=O)(=O)Nc2ccc3oc4c(c3c2)CCCC4)cc1C	?	1.0%
Cc1ccccc1-c1nnc(CN2CCN(c3cccc(C)c3C)CC2)o1	22.2%	24.0%
Cc1cc(C)n(-c2nc3cc(Cl)ccc3nc2N2CCN(c3ccccc3F)CC2)n1	32.9%	0.0%
COc1cc(C2Nc3ccccc3-c3cc(C)nn32)ccc1O (stereo not drawn)	0.5%	-8.9%
CCN(CC)c1ccc(CNCCCSc2nnnn2C)cc1	-21.1%	-6.7%
CCc1cc2c(cc3c(=O)n(CC(=O)N4CCCCC4)ncn32)s1	9.3%	-16.8%
Cc1ccc(C(=O)Nc2nnc(S(=O)(=O)N(C)Cc3ccco3)s2)cc1	12.4%	-12.9%
CCc1ccc2occ(CC(=O)Nc3nnc(SC)s3)c2c1	6.3%	-0.7%
Cc1c(NC(=O)c2ccc(OC(C)C)cc2)cccc1-c1nc2ncccc2o1	41.3%	-0.8%
CCOc1ccc(C2c3[nH]c4ccccc4c3CCN2C(=O)Cc2cccc(OCC)c2OCC)cc1 (stereo not drawn)	?	10.7%
CCOc1ccc(-n2nc3ccc(NC(=O)COc4ccccc4C)cc3n2)cc1	-18.0%	-11.3%
O=C(Cn1nc(C(F)(F)F)c2c1CCCC2)Nc1cccc(Cl)c1	-4.1%	4.1%
CCCc1cc(=O)[nH]c(Nc2ccc(OCC)cc2)n1	-13.4%	-9.3%
Cc1ccc(-n2ncc(C(=O)NCc3ccco3)c2C2CCN(C(=O)OC(C)(C)C)CC2)cc1C	?	0.4%
Cc1c(C(=O)Nc2cccc(Cl)c2)sc2nc3n(c(=O)c12)N=C(c1cccc(Br)c1)CS3	-27.8%	-10.2%
CC1=C(c2ccc(C)cc2)S(=O)(=O)NC1=NCCCN1CCN(c2ccc(F)cc2)CC1	23.0%	2.2%
CCN(CC)S(=O)(=O)c1ccc2c(c1)N(CC(=O)Nc1ccc(F)cc1)C(=O)CO2	10.1%	8.5%
Cc1cccc(CC(=O)Nc2cccc(-c3nc4cccnc4s3)c2)c1	8.8%	7.8%
Fc1cccc(NCc2ccccc2-c2nnc(-c3ccccc3Cl)o2)c1	-3.7%	-27.3%
CN1c2ccc(Cl)cc2-c2nc(SCC(=O)NCc3ccccc3)ncc2S1(=O)=O	-20.4%	-9.8%
